Pf growth 48h: P. falciparum growth inhibition at 48 hours (one generation). P. falciparum luciferase growth in erythrocytes, 48 h. Potency, µM (titrated, usually from 28.7 µM), inactives show top-dose activity change, negative = inhibition, usual class: inhibitors. 310,000 tested, 5.9% active. AID 504832; also: potency is read from the fitted curve at half-maximal effect; % is scaled to controls: 0 for no effect and ±100 for the full control effect
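A one-generation exposure of luciferase-tagged malaria parasites in RPMI 1640/Albumax erythrocyte culture, 37 C and 5% CO2. Inhibition is inferred from decreased luminescence after adding detection reagent.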
CHX counter: counter-screen hit for Shiga toxin inhibitors, cycloheximide; max response, %; cell reporter, cycloheximide protein synthesis inhibition counterscreen; 300,000 tested, 12% active; AID 2314; in the data active = max response mostly above about 13%, no sharp cut-off; inactive = mostly below about 14%; also: read at 38.3 µM for the half of the compounds with a filed dose; 0% is about no effect
HCV inhibitor: HCV inhibition; Potency, µM (titrated, usually from 41.8 µM), inactives show top-dose activity change, negative = inhibition, usual class: inhibitors; Huh7.5.1 HCVcc-Cre infection, luciferase reporter, 44 h; AID 651820; 340,000 tested, 3.4% active; also: potency is read from the fitted curve at half-maximal effect; % is scaled to controls: 0 for no effect and ±100 for the full control effect
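Reporter virus HCVcc-Cre (~0.5 moi) infects cells exposed to compound; seeding density 1,000 cells/well with 4 h settling beforehand. Luminescence, 15 sec read, taken 44 h post-infection following a 15 min RT substrate incubation.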
FBPA Giardia inh: blocks Giardia fructose-bisphosphate aldolase activity; A8B2U2; purified Giardia FBPA; Potency, µM (highest dose often 59.6 µM), inactives show at the highest dose activity, negative = inhibition, hits mostly inhibitors; 290,000 tested, 0.71% active; AID 2451; also: potency is read from the fitted curve at half-maximal effect; % is scaled to controls: 0 for no effect and ±100 for the full control effect; nearly all actives have a fitted effect of over 55% in size
Target sequence (A8B2U2 whole entry, looked up): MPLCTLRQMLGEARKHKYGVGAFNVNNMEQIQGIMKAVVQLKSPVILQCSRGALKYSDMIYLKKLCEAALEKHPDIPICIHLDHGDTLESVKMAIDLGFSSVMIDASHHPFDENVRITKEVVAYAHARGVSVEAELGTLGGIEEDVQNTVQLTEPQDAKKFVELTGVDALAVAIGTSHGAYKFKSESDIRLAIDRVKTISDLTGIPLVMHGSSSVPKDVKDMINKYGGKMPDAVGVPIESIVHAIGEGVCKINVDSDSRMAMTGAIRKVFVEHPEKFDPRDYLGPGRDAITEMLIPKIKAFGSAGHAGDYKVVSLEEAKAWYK
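40 nM FBPA preincubated 10 min at RT with compound (up to 57.5 uM final), then substrate plus GAPDH/TPI/NAD/arsenate coupling and diaphorase/resazurin added. Fluorescence read after 20 min at RT, 525/598 nm.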
Pf growth 96h: P. falciparum growth inhibition at 96 hour, primary screen for plastid delayed-death inhibitors; 320,000 tested, 6.9% active; Potency, µM (highest dose often 28.7 µM), for the others: at the highest dose activity change, negative = inhibition, usual class: inhibitors; AID 504834; P. falciparum luciferase reporter growth, 96 h; also: potency is read from the fitted curve at half-maximal effect; % is scaled to controls: 0 for no effect and ±100 for the full control effect
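Compounds incubated with erythrocytes infected by luciferase-expressing P. falciparum (2% hematocrit, 0.05% parasitemia final) for 96 hours, 37 C in 5% CO2. Growth inhibition scored as decreased luciferase luminescence.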
Shiga toxin inh: blocks Shiga toxin action in Vero cells. Vero cells, Shiga toxin protein synthesis inhibition reporter. inhibition, % at 38.7 µM. 290,000 tested, 9.2% active. AID 2315; in the data active = inhibition mostly above about 28%, no sharp cut-off; inactive = mostly below about 43%; also: 0% is about no effect
Active calls of the source: *; i = inactive; u = inconclusive; x = not tested or not shown; [ ] = remark or other dose. Unless noted, calls follow the shape of the dose curve; as a rule, active = well fitted curve in the direction sought with a large enough effect; inconclusive = small, poorly fitted or top-dose-only effect, or another doubt; inactive = no such curve, though single readings can be large; an effect the other way counts as inactive or inconclusive. Outcome played no part in choosing rows, and some 24% of all compounds hit somewhere here.

item	SMILES	Pf growth 48h	CHX counter	HCV inhibitor	FBPA Giardia inh	Pf growth 96h	Shiga toxin inh
1	Cc1cccc(NC(=O)CSc2nnc(CNC(=O)c3ccc(S(=O)(=O)N(C)C)cc3)n2-c2ccc(F)cc2)c1	-14%	-2	u	3%	u	-8
2	COC(=O)C1CCN(C(=O)c2ccccc2Oc2ccccc2)CC1	-4%	-5	13%	4%	-10%	-17
3	CCOC(=O)c1[nH]c(C)c(C(=O)N2CCN(C(=O)OCC)CC2)c1CC	u	-3	-6%	3%	u	3
4	Cc1ccc(C2C(C#N)=C(N)Oc3cc(N)ccc32)cc1 (configuration not stated)	-3%	-2	-6%	-5%	-27%	-12
5	CCOc1ccccc1NC(=O)Nc1c(C)n(-c2ccccc2)c(=O)n1C	-14%	-1	2%	-2%	24%	16
6	c1ccc2sc(NC3=NCN(C4CCCCC4)CN3)nc2c1	u	-2	7%	2%	-15%	10
7	O=c1cnnc(NCc2ccccc2)[nH]1	-15%	-1	3%	-25%	-10%	8
8	O=C(CN1C(=O)COc2ccccc2C1=O)c1ccc2c(c1)OCCO2	32%[activator]	28*	3%	x	59%[activator]	29
9	Cc1ccsc1C(=O)OCc1cc(=O)n2ccsc2n1	124%[activator]	x	-10%	x	88%[activator]	x
10	Cc1onc(-c2ccc(Cl)cc2Cl)c1-c1csc(N/N=C/c2ccccc2)n1	3.7µM*	1	u	-1%	u	-1
11	CCOP(=S)(OCC)Oc1cc(C)nc(N(CC)CC)n1	x	4	x	-2%	x	-3
12	CCN(Cc1ccccc1)S(=O)(=O)c1ccc(C(=O)N(CCCN(C)C)c2nc3cc4c(cc3s2)OCCO4)cc1	u	x	11µM*	x	u	x
13	Cc1c(Cl)cccc1NC(=S)Nc1ccccn1	8%	-3	-17%	-1%	u	7
14	O=C1OC(/C(=C\Nc2cc(Cl)ccc2O)[N+](=O)[O-])c2ccccc21 (configuration not stated)	10µM*	5	-25%	-2%	u	15
15	Cc1cccc(NC2=CC(=O)OC(C)C2)c1 (configuration not stated)	-6%	-3	-2%	0%	x	-26
16	CC(=O)Nc1ccc(C(=O)NCC2CCCCC2)cc1	12%	20*	6%	3%	46%[activator]	16
17	O=C(Cn1nnc(-c2ccccc2Cl)n1)N/N=C/c1ccc2c(c1)OCO2	8%	-4	-13%	1%	8%	49
18	NS(=O)(=O)c1ccc(N=Cc2ccc(Br)s2)cc1	18%	-4	2%	5%	0%	-13
19	CC1CCN(C(=O)CCCC(=O)O)CC1	2%	-1	5%	6%	23%	-7
20	CCOc1ccc(-n2nnnc2SCC(=O)NNC(=O)c2ccco2)cc1	7%	2	15%	4%	u	10
21	O=C(Nc1cc(Oc2ccccc2)cc([N+](=O)[O-])c1)C12CC3CC(C1)CC(n1cnc(Cl)n1)(C3)C2	u	10	10µM*	-2%	u	16
22	CCN(CCCNC(=O)CCCN1C(=O)COc2ccc(C)cc21)c1cccc(C)c1	32%[activator]	-4	x	-5%	10%	2
23	CCOc1ccc(CCNC(=O)C2CCN(S(=O)(=O)CC)CC2)cc1OCC	50%[activator]	-1	-7%	-1%	2.6µM*	-11
24	O=C1CCCCCN1Cc1nnc(SCc2nc3ccccc3s2)n1-c1ccccn1	107%[activator]	74*	-5%	-16%	106%[activator]	92*
25	Cc1ccc(N(CC(N)=O)C2SC(=O)N(Cc3ccccc3)C2=O)cc1 (configuration not stated)	9%	-3	0%	-4%	-11%	-9
26	Cc1cc2cc(CN(Cc3ccco3)C(=O)C3CCCCC3)c(=O)[nH]c2cc1C	u	15	7%	4%	-22%	-8
27	CCCCCCC#Cc1ccc2c(c1)COc1c3ccccc3nn1-2	22%	3	17%	4%	42%[activator]	18
28	Cc1ccc(Cn2c(C(=O)NCCCN3CCOCC3)cc3sccc32)cc1	12µM*	-4	u	3%	116%[activator]	-9
29	O=C1ON=C(c2ccc([N+](=O)[O-])cc2)/C1=C/c1ccccc1O	30%	-2	-3%	-10%	22%	-6
30	C(#CCN1CCCC1)CC(c1ccccc1)c1ccccc1	u	-2	u	1%	i	-12
31	COc1ccc(CCNc2cc(N3CCN(C(=O)c4ccc(C)cc4)CC3)ccc2[N+](=O)[O-])cc1OC	u	2	4%	-12%	u	-9
32	CC(CC(=O)NCc1ccc(Cl)cc1)S(=O)(=O)c1ccc2c(c1)NC(=O)CO2 (configuration not stated)	18%	-3	1%	x	u	-2
33	C/C(N)=C(/C#N)C(=O)CSc1nncn1-c1ccccc1	-2%	-3	-3%	7%	-15%	-23
34	OCc1c(OCc2cccc(F)c2)ccc2ccccc12	55%[activator]	25*	-19%	3%	u	x
35	COc1cccc2sc(NNC(=O)C3COc4ccccc4O3)nc12 (configuration not stated)	-8%	17	3%	4%	-4%	2
36	O=C(CCCC(=O)OCC(Cl)=C(Cl)Cl)Nc1cccc2ccccc12	16%	-1	-15%	-1%	u	-6
37	COc1cccc(/C=N/NC(=O)c2ccc(=O)[nH]n2)c1O	5.9µM*	30*	8%	18%	0%	60*
38	COc1ccc(CN2CC(=O)N3[C@H]4c5ccc(OC)cc5OC[C@@H]4[C@H](c4ccccc4)[C@]3(C)C2=O)cc1	4.7µM*	x	u	x	u	x
39	S=c1[nH]nc(NCCCN2CCOCC2)s1	16%	-2	21%	u	4%	-20
40	COC(=O)c1ccc(C(=O)N2CCCC(CNC(=O)c3ccccc3Cl)C2)cc1 (configuration not stated)	36%[activator]	13*	-11%	3%	1%	69
41	COc1cccc(-c2nn(C)c3sc(C(=O)N4CCN(c5ccccc5)CC4)cc23)c1	u	7	u	-10%	-1%	-14
42	COc1ccc(-c2nsc(SCC(=O)NCc3ccc4c(c3)OCO4)n2)cc1	37%[activator]	-3	-5%	-7%	80%[activator]	-12
43	O=C(NCc1ccc2c(c1)OCO2)c1cc(-c2ccccc2)c(N2CCOCC2)s1	-17%	-7	14µM*	x	-11%	-2
44	CCCCCCC(C)OC(=O)c1ccccc1C(=O)O (configuration not stated)	u	-3	8%	17%	39%[activator]	-7
45	CCCN1CCC(NC(=S)Nc2ccc(C(=O)OCC)cc2)CC1	12µM*	-1	u	1%	-12%	-5
46	CC(C)N(Cc1cc2ccccc2[nH]c1=O)C(=O)C1CCCCC1	-15%	-5	-6%	12%	x	-25
47	Cc1ccccc1C(=O)Nc1ccc2c(c1)nc(CCNC(=O)c1ccco1)n2C	-13%	-2	7%	x	u	5
48	Cn1c(SCc2ccccc2Br)nc2ccccc2c1=O	13%	-3	9%	-1%	u	-8
49	COc1cc(OC)cc(C(=O)NCCCN2CCN(CCCNC(=O)c3cc(OC)cc(OC)c3)CC2)c1	u	-4	u	-1%	u	20
50	COc1ccc(-c2nn(-c3ccccc3)cc2C(=O)NCC(c2cccs2)N2CCOCC2)cc1 (configuration not stated)	13µM*	x	u	x	u	x
51	O=[N+]([O-])c1cccnc1Oc1cccnc1	1%	9	20%	6%	u	19
52	COc1ccc(C(=O)Nc2ccc(-c3n[nH]c(=S)o3)cc2)cc1	15%	12	6%	18%	-11%	2
53	COc1ccc(C(CNC(=O)c2ccc(S(=O)(=O)Nc3ccc(F)cc3)cc2)N(C)C)cc1 (configuration not stated)	u	-2	7%	3%	u	-4
54	Cc1ccc(C)c(S(=O)(=O)N/N=C/c2cccnc2)c1	-3%	-1	8%	-10%	13%	-7
55	O=C(CCNC(=O)c1ccc(Cl)cc1)Nc1ccc(Cl)cc1F	37%[activator]	-3	-5%	1%	29%	-33
56	COc1ccccc1NC(=S)NCc1ccc(S(N)(=O)=O)cc1	3%	-2	6%	-7%	u	-6
57	Cc1ccc(C)c(-n2nnnc2Sc2nnnn2-c2ccccc2)c1	x	-2	11µM*	0%	-4%	-20
58	CCOC(=O)CCC(=O)O[C@H]1[C@H](O[C@@H]2[C@@H](C)[C@H](O[C@H]3C[C@@](C)(OC)[C@@H](O)[C@H](C)O3)[C@@H](C)C(=O)O[C@H](CC)[C@@](C)(O)[C@H](O)[C@@H](C)C(=O)[C@H](C)C[C@@]2(C)O)O[C@H](C)C[C@@H]1N(C)C	-13%	-2	u	0%	5.2µM*	-8
59	COc1ccc(CCNC(=O)c2ccc(-c3ccc([N+](=O)[O-])cc3)o2)cc1OC	-15%	1	-25%	-3%	u	9
60	Cc1cc(C)cc(NC(=O)CSc2nnc(-c3ccncc3)o2)c1	30%[activator]	x	6%	x	41%[activator]	x

Entries of single compounds from above. Values in the order: Pf growth 48h | CHX counter | HCV inhibitor | FBPA Giardia inh | Pf growth 96h | Shiga toxin inh
O=C(Cn1nnc(-c2ccccc2Cl)n1)N/N=C/c1ccc2c(c1)OCO2 is listed with 8% | -4 | -13% | 1% | 8% | 49
COc1ccc(CN2CC(=O)N3[C@H]4c5ccc(OC)cc5OC[C@@H]4[C@H](c4ccccc4)[C@]3(C)C2=O)cc1 is listed with 4.7µM* | x | u | x | u | x

3 consecutive entries already listed, for reference:
item	SMILES	Pf growth 48h	CHX counter	HCV inhibitor	FBPA Giardia inh	Pf growth 96h	Shiga toxin inh
58	CCOC(=O)CCC(=O)O[C@H]1[C@H](O[C@@H]2[C@@H](C)[C@H](O[C@H]3C[C@@](C)(OC)[C@@H](O)[C@H](C)O3)[C@@H](C)C(=O)O[C@H](CC)[C@@](C)(O)[C@H](O)[C@@H](C)C(=O)[C@H](C)C[C@@]2(C)O)O[C@H](C)C[C@@H]1N(C)C	-13%	-2	u	0%	5.2µM*	-8
59	COc1ccc(CCNC(=O)c2ccc(-c3ccc([N+](=O)[O-])cc3)o2)cc1OC	-15%	1	-25%	-3%	u	9
60	Cc1cc(C)cc(NC(=O)CSc2nnc(-c3ccncc3)o2)c1	30%[activator]	x	6%	x	41%[activator]	x

The list continues:
item	SMILES	Pf growth 48h	CHX counter	HCV inhibitor	FBPA Giardia inh	Pf growth 96h	Shiga toxin inh
61	CCOC(=O)Cn1c2ccccc2c2nc3ccccc3nc21	28%	12*	7%	-18%	60%[activator]	28
62	Cc1ccc(C2=NN(CCC#N)C(=O)CO2)cc1	6%	-6	7%	8%	31%[activator]	-5
63	O=C(O)c1ccccc1N(Cc1ccccc1)C(=O)COc1ccccc1	0%	-3	5%	27%	0%	9
64	CSc1ccccc1NC(=O)CSCc1ccc(C)cc1	u	21	-29%	1%	u	6
65	Cc1ccc(C(=O)NNc2nc3ccccc3nc2C(F)(F)F)cc1	5%	-2	-3%	-12%	31%[activator]	13
66	O=C(CSc1nnnn1-c1ccccc1F)Nc1nc2ccccc2s1	x	1	u	-3%	-13%	19
67	Cc1cccc(NS(=O)(=O)c2cccc(C(=O)NCC3(N4CCCCC4)CCCCC3)c2)c1	6.6µM*	x	u	x	8.3µM*	x
68	Cc1c(NS(=O)(=O)c2ccc(Cl)c(C(=O)OCC(=O)NCc3ccco3)c2)c(=O)n(-c2ccccc2)n1C	0%	-2	-2%	7%	86%[activator]	-6
69	COC(=O)c1ccc(Oc2coc3cc(OCc4ccc([N+](=O)[O-])cc4)ccc3c2=O)cc1	23%	1	37%[activator]	5%	64%[activator]	-6

By substructure, the compounds so far containing a cyano group.
item	SMILES	Pf growth 48h	CHX counter	HCV inhibitor	FBPA Giardia inh	Pf growth 96h	Shiga toxin inh
4	Cc1ccc(C2C(C#N)=C(N)Oc3cc(N)ccc32)cc1 (configuration not stated)	-3%	-2	-6%	-5%	-27%	-12
33	C/C(N)=C(/C#N)C(=O)CSc1nncn1-c1ccccc1	-2%	-3	-3%	7%	-15%	-23
62	Cc1ccc(C2=NN(CCC#N)C(=O)CO2)cc1	6%	-6	7%	8%	31%[activator]	-5
